Screening data (PubChem)
Gal4-VP16 FLuc = VP16 counterscreen qHTS for inhibitors of ROR gamma transcriptional activity; AID 2546, 2010; Drosophila S2 Gal4-VP16 UAS-luciferase, luminescence, 20 h; Potency, µM (doses to about 53.6 µM), for inactives: at the highest dose activity, negative = inhibition, usual class: inhibitors; 3.5% of 310,000 active;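 note: Gal4-VP16 expression switched on by copper sulfate through the metallothionein promoter; potency is the fitted concentration of half-maximal effect; % is set by controls: 0 for no effect and ±100 for the full control effect; nearly all actives have a fitted effect of over 50% in size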
NPC1 prom act = qHTS Assay for NPC1 Promoter Activators | Huh7 NPC1 promoter luciferase reporter, 24 h | 2.4% of 320,000 active | Potency, µM (series often up to 9.22 µM), inactives show at the top dose activation, usual class: activators;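 note: potency is the fitted concentration of half-maximal effect; % of control where 0% means no effect; nearly all actives have a fitted effect of over 60% in size; reporter is driven by a mutant NPC1 promoter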
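Quantitative HTS used a cell-based reporter: Huh7 cells stably bearing the NPC1 promoter upstream of luciferase were treated with compounds for 24 h, and promoter activation was read as luminescence.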
ELG1 repair inh = qHTS screen for small molecules that inhibit ELG1-dependent DNA repair in human embryonic kidney (HEK293T) cells expressing luciferase-tagged ELG1; HEK293T ELG1-luciferase reporter, luminescence, 16 h; DNA damage induced by 5-fluorouridine; Potency, µM (series often up to 46.1 µM), inactives show at the top dose activity change, negative = inhibition, usual class: inhibitors; 2.3% of 330,000 active; AID 504467, 2011; note: potency is the fitted concentration of half-maximal effect; % is set by controls: 0 for no effect and ±100 for the full control effect; nearly all actives have a fitted effect of over 55% in size
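Overnight (16 hr) co-exposure of 2,000 cells/well to 5-fluorouridine and compound at 37 °C preceded detection. Luciferase was quantified via ONE-Glo luminescence; loss of signal denotes inhibition.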
FLuc modulator = qHTS profiling assay for firefly luciferase inhibitor/activator using purifed enzyme and Km concentrations of substrates (counterscreen for miR-21 project); purified FLuc, Km substrates, luminescence inhibition; Potency, µM (highest dose often 57.5 µM), inactives show at the top dose activity change, negative = inhibition, actives largely listed as inhibitors; 6.9% of 360,000 active; AID 588342, 2011;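 note: potency is the fitted concentration of half-maximal effect; plate controls were vehicle for no effect and reference inhibitor for full effect; nearly all actives have a fitted effect of over 55% in size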
Target sequence (P08659 whole entry, looked up): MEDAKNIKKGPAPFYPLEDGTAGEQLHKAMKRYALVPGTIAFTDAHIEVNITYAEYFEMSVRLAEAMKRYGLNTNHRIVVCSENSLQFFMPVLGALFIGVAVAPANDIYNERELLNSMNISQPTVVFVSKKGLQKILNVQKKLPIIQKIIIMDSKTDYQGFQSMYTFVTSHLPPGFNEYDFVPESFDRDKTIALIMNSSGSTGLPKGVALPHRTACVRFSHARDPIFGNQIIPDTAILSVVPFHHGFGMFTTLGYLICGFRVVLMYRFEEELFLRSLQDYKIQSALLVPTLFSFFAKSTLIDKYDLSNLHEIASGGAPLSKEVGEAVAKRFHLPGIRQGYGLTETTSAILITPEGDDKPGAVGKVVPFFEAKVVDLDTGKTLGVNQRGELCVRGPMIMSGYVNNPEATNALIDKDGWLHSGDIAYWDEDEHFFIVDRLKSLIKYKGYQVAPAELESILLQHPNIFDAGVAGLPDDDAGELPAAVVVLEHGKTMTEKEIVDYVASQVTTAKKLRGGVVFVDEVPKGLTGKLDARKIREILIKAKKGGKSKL
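Purified P. pyralis luciferase, 10 nM final, with Km-level 10 uM D-luciferin and 10 uM ATP in 50 mM Tris acetate pH 7.5, 10 mM Mg acetate, 0.01% Tween-20, 0.05% BSA; 6-point qHTS titration about 60 µM downward; luminescence read.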
TRPV1 ag = HTS Assay for Compounds that Act as Agonists of the Vanilloid Receptor 1; Transient receptor potential cation channel subfamily V member 1 (Homo sapiens), Q8NER1; TRPV1-expressing cells, Fluo-8 calcium influx, agonist mode; activation, % at 8.33 µM; 0.19% of 320,000 active; AID 540275, 2011; in the data active = activation above about 80%; inconclusive = between about 30% and that limit; note: 0% is about no effect
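Cells expressing TRPV1 were dye-loaded with Fluo-8 and read kinetically: 10 s baseline, 3 min after compound (agonist portion), then 2 min after EC20 capsaicin (allosteric enhancer portion). Calcium-bound dye fluorescence at 480/520 nm.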
Tb PFK block = qHTS Assay to Find Inhibitors of T. brucei phosphofructokinase. T. brucei PFK, ADP-Glo luminescence. ATP-dependent 6-phosphofructokinase (Trypanosoma brucei brucei), O15648. 0.17% of 330,000 active. Potency, µM (doses to about 57.5 µM), for the others: at the highest dose activity, negative = inhibition, most hits filed as inhibitors;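 note: potency is the fitted concentration of half-maximal effect; 0% = uninhibited 1x PFK enzyme wells and -100% = no-enzyme wells; nearly all actives have a fitted effect of over 60% in size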
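Activity is normalized to no-enzyme wells (full inhibition) and 1.25 nM enzyme wells (no inhibition). Reaction: 0.5 mM F6P, 0.1 mM ATP, 45 min RT, ADP-Glo luminescence; concentration-response curves fitted and classed by quality.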
BRCA1 expr act = qHTS Assay to Identify Small Molecule Activators of BRCA1 Expression | MCF7-BRCA1-FFLuc reporter, luminescence, 48 h; response scale: scaled: vehicle 0%, 10 µM genistein 100% | Potency, µM (titrated, usually from 46.1 µM), for inactives: top-dose activation, hits mostly activators | 1.1% of 380,000 active; note: potency is the fitted concentration of half-maximal effect; nearly all actives have a fitted effect of over 80% in size; some results filed as inactive show a strong effect at the top dose
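Reporter cells (MCF7, BRCA1 promoter-firefly luciferase) received library compounds across a concentration series for 48 h. End-point luminescence was measured and concentration-effect curves derived after normalization.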
ELG1 genotoxic = qHTS screen for small molecules that induce genotoxicity in human embryonic kidney (HEK293T) cells expressing luciferase-tagged ELG1. Potency, µM (doses to about 46 µM), for inactives: at the top dose activity change, positive = activation, usual class: activators. 1.3% of 330,000 active. HEK293T ELG1-luciferase reporter, luminescence, 16 h; note: potency is the fitted concentration of half-maximal effect; % of control where 0% means no effect; nearly all actives have a fitted effect of over 60% in size
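Quantitative HTS format in 1536-well plates. HEK293T ELG1-luciferase reporter cells receive test compound and are incubated 16 hr at 37 °C, 5% CO2; ONE-Glo added, 30 min room temperature, then luminescence read.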
p53 reactivation = qHTS assay for re-activators of p53 using a Luc reporter; AID 504706, 2011; Potency, µM (highest dose often 92.2 µM), for inactives: at the top dose activity change, positive = activation, actives largely listed as activators; H1299 p53-A138V BP100-luciferase reporter, luminescence, 24 h; 0.063% of 320,000 active; note: potency is the fitted concentration of half-maximal effect; % of control where 0% means no effect; nearly all actives have a fitted effect of over 45% in size
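p53-null H1299 cells stably carrying temperature-sensitive p53-A138V and a BP100-luciferase reporter were pinned with compounds (4-point, 1:5 series) and held 24 hrs at 37 deg C. Luminescence was read 10 min after detection reagent.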
RORgamma inh = qHTS for inhibitors of ROR gamma transcriptional activity; 5.4% of 310,000 active; Nuclear receptor ROR-gamma (Mus musculus), P51450; Potency, µM (series often up to 53.6 µM), without a hit: at the highest dose activity change, negative = inhibition, actives largely listed as inhibitors; Drosophila S2 Gal4-RORgamma UAS-luciferase reporter, 20 h; AID 2551, 2010; note: potency is the fitted concentration of half-maximal effect; % is set by controls: 0 for no effect and ±100 for the full control effect; nearly all actives have a fitted effect of over 60% in size
Target sequence (P51450 whole entry, looked up, the tested form may be a part): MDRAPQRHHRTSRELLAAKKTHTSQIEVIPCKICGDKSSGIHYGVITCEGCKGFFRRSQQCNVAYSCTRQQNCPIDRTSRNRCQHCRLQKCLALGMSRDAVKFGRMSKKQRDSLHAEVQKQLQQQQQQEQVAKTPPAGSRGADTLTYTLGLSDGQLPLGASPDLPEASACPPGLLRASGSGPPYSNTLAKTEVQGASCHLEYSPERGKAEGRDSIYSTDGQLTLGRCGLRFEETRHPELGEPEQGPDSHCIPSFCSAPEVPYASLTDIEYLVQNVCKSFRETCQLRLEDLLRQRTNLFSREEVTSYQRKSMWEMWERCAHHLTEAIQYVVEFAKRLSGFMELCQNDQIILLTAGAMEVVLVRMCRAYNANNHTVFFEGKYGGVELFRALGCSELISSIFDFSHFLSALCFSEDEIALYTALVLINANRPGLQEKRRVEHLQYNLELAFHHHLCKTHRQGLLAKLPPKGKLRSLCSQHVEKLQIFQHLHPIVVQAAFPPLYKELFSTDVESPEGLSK
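Luciferase reporter read in Schneider cells carrying Gal4-RORγ (mouse) and UAS-Photinus luciferase; cells given compound 1 h before 700 uM copper sulfate induction, then incubated 20 h at ambient temperature.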
Rab9 prom act = qHTS Assay for Rab9 Promoter Activators; Huh7 Rab9 promoter-luciferase reporter, luminescence, 24 h; Potency, µM (highest dose often 9.22 µM), without a hit: top-dose activation, negative = inhibition, hits mostly activators; 2.8% of 320,000 active; note: potency is the fitted concentration of half-maximal effect; % of control where 0% means no effect; nearly all actives have a fitted effect of over 60% in size
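Huh7 cells stably carrying Rab9 promoter–luciferase reporter, plated 1500 cells/well, compound added after 2 h and incubated 24 h at 37 °C; luciferase luminescence then read after 10 min with detection reagent.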
* = called active by the depositor; ? = inconclusive; . = not tested or not shown; [ ] = another dose, or the depositor's remark. Unless noted, calls come from the whole dose curve; as a rule, active = well fitted curve in the direction sought with a large enough effect; inconclusive = small, poorly fitted or top-dose-only effect, or another doubt; inactive = no such curve, though single readings can be large; an effect the other way counts as inactive or inconclusive. The order is random. Share with any hit: about 15%.

entry	SMILES	Gal4-VP16 FLuc	NPC1 prom act	ELG1 repair inh	FLuc modulator	TRPV1 ag	Tb PFK block	BRCA1 expr act	ELG1 genotoxic	p53 reactivation	RORgamma inh	Rab9 prom act
1	CC(NC(=O)C1CCC(CNc2c(N3CCCCC3)c(=O)c2=O)CC1)c1ccccc1 (configuration not stated)	-6%	-1%	?	-1%	3	-1%	-15%	1%	0%	13%	15%
2	COc1ccc(N(CC(=O)NC2CCCCC2)C(=O)CNC(=O)c2ccco2)cc1	-5%	-8%	8%	0%	0	7%	-19%	1%	0%	9%	-2%
3	Cc1cc(C)n(Cc2ccc(NC(=O)c3ccc(COc4ccccc4Br)cc3)cc2)n1	?	-16%	?	1%	.	0%	-68%	-8%	5%	12%	-22%
4	CCS(=O)c1scc(-c2ccc(Cl)cc2)c1C#N (configuration not stated)	13%	0%	-10%	-3%	2	1%	27%	1%	-1%	?	14%
5	COc1ccc(OC)c(C2C(C(C)=O)=C(O)C(=O)N2CCC(=O)O)c1 (configuration not stated)	3%	-2%	14%	1%	0	-5%	1%	-3%	-1%	4%	0%
6	CCS(=O)(=O)Nc1cccc(-c2cn3c(n2)SCC3)c1	1%	0%	15%	-2%	-3	-1%	7%	3%	2%	4%	-3%
7	CCN(CC)CCCN1C=C2C(=O)C(C)(OC(=O)CCc3ccccc3)C(=O)C=C2C=C1c1ccc(C#N)cc1 (configuration not stated)	-3%	-4%	0%	3%	-3	2%	-6%	1%	-1%	0%	0%
8	CCC(C)NC(=O)c1ccc(C2SCC(=O)N2Cc2ccccc2)cc1 (configuration not stated)	-10%	-4%	-6%	?	18	1%	2%	0%	0%	-38%	-2%
9	O=C(Oc1ccccc1)N1CCCC1	-1%	7%	?	-1%	2	-10%	-5%	0%	3%	18%	2%
10	Oc1ccc(Br)cc1-c1cc(-c2ccccc2)n[nH]1	?	-5%	-2%	-16%	-3	5%	-61%	-2%	?	1.3µM*	-3%
11	C=CCN1C(=O)c2ccc(C(=O)NCC(=O)Nc3c(C)cc(C)cc3C)cc2C1=O	.	-24%	1%	8%	0	-3%	18%	2%	-8%	.	-3%
12	COc1ccc(N2C(=O)Cc3ccccc3C2=O)cc1	7%	1%	-1%	2%	0	2%	-9%	1%	0%	1%	-2%
13	COc1ccc(/C(N)=N/OC(=O)CCCN2C(=O)c3ccccc3C2=O)cc1OC	-12%	0%	-14%	2%	-1	-6%	2%	0%	5%	20%	-4%
14	COc1ccc(NC(=O)c2cc3c(=O)n(C)c4ccccc4c3n2C)cc1Cl	-3%	-9%	3%	1%	19	-1%	-6%	8%	0%	-15%	-2%
15	CCN(c1ccc(OC)cc1)S(=O)(=O)c1nnc(NC(=O)C(C)C)s1	0%	3%	4%	1%	0	0%	-15%	2%	1%	-6%	-8%
16	CSc1ncccc1C(=O)OCC(=O)c1cc2ccccc2o1	4%	10%	-2%	21µM*	6	-1%	18%	3%	-1%	-12%[10 µM]	-9%
17	O=C(/C=C/c1ccncc1)c1cc(Cl)ccc1O	?	1%	10%	4%	7	6%	-49%	1%	-5%	12%	-1%[1.84 µM]
18	Cc1cc(C(=O)Nc2ccncc2)c2ccccc2n1	-8%	-2%	23µM*	-1%	?	1%	-2%	-11%	-7%	41%	1%
19	CCOCCCN(C(=O)c1ccco1)C(C(=O)NC1CCCC1)c1cccc(OC)c1OC (configuration not stated)	-10%	1%	0%	4%	1	2%	-22%	12%	-5%	11%	5%
20	C[C@@H]1CN(C(=O)c2nc3ccc(Cl)cn3c2CNCC[C@@H]2C[C@@H]3C=C[C@H]2C3)C[C@H](C)O1	-6%	-2%	11%	1%	21	-3%	-21%	-3%	-4%	-6%	0%
21	O=S(=O)(NCc1ccco1)N1CCOCC1	5%	3%	6%	1%	-2	-11%	0%	4%	-1%	-22%	-1%
22	S=C(Nc1ccccc1)N1CCC(Cc2ccccc2)CC1	6.3µM*	-6%	-16%	-16%	?	0%	-57%	1%	.	6.3µM*	-9%
23	COC(=O)c1ccccc1NC(=O)c1ccc(COc2ccc(C)c(C)c2)o1	-10%	-2%	-1%	0%	-1	-3%	38%	3%	5%	-2%	-6%
24	CCN1CCN(CC(=O)Nc2cc(C)c(C)cc2[N+](=O)[O-])CC1	-6%	-2%	26%	-2%	0	-4%	2%	-3%	7%	-8%	-2%
25	COc1ccccc1NS(=O)(=O)c1cccc(C(=O)OCC(=O)NC2CC2)c1	.	-4%	?	5%	1	6%	-1%	0%	2%	.	-2%
26	O=C(CSc1ccc([N+](=O)[O-])cc1)NNC(=O)c1ccccc1F	3%	-2%	11%	-1%	0	-13%	-13%	5%	-3%	2%	0%
27	CCCCn1nc(C(=O)Nc2c(C)n(C)n(-c3ccccc3)c2=O)c2ccccc2c1=O	.	-2%	-25%	0%	0	0%	-11%	0%	-10%	.	-5%
28	O=C(NCCc1ccc(F)cc1)Nc1ccc([N+](=O)[O-])cc1	-7%	1%	?	-4%	?	?	37%	-12%	-6%	?	2%
29	CN(c1ccccc1)S(=O)(=O)c1cccc(NC(=O)c2cncc(Br)c2)c1	-11%	-2%	?	4%	4	0%	-36%	-10%	-5%	22%	-5%
30	O=C(NCCc1ccccc1)C(c1ccccc1)N(C(=O)c1csnn1)C1CC1 (configuration not stated)	-11%	-1%	2%	-1%	2	1%	0%	-3%	-2%	15%	-1%
31	O=P(COCCOCCOCP(=O)(c1ccccc1)c1ccccc1)(c1ccccc1)c1ccccc1	3%	-3%	-2%	2%	-1	-2%	19%	0%	0%	9%	0%
32	COc1ccccc1NC(=O)c1ccccc1Nc1ccccc1	6%	-1%	-6%	-8%	13	-3%	-22%	-2%	6%	-2%	2%
33	CC(C)NC(=S)NC(=O)/C=C/c1ccc(F)cc1	7.1µM*	0%	-5%	-1%	?	-2%	24%	-3%	18%	1.8µM*	10%
34	COc1ccc(OCC(=O)NCC(c2cccs2)N2CCOCC2)cc1 (configuration not stated)	.	-2%	10%	4%	2	-5%	-9%	2%	-6%	.	4%
35	COc1ccccc1CNC(=O)CCCNC(=O)c1ccc(Cl)cc1	7%	-1%	-1%	-3%	20	3%	-2%	3%	7%	0%	6%
36	C=CC[C@@H](CC(=O)N[C@@H](CO)Cc1ccccc1)C(=O)N[C@H](COC(=O)[C@@H](CC=C)Cc1ccc(F)cc1)Cc1c[nH]c2ccccc12	.	.	?	.	.	-5%	-22%	-5%	8%	.	.
37	COc1ccc(C)c2sc(NNC(=O)COc3ccccc3)nc12	-4%	-1%	?	-1%	-3	-14%	.	?	1%	7.1µM*	-4%
38	O=C(CNS(=O)(=O)c1ccccc1)N1CCN(Cc2ccccc2)CC1	15%	8%	0%	1%	-1	1%	18%	5%	-1%	?	11%

Of the compounds above, these contain an aryl thioether with sulfur outside any ring.
entry	SMILES	Gal4-VP16 FLuc	NPC1 prom act	ELG1 repair inh	FLuc modulator	TRPV1 ag	Tb PFK block	BRCA1 expr act	ELG1 genotoxic	p53 reactivation	RORgamma inh	Rab9 prom act
16	CSc1ncccc1C(=O)OCC(=O)c1cc2ccccc2o1	4%	10%	-2%	21µM*	6	-1%	18%	3%	-1%	-12%[10 µM]	-9%
26	O=C(CSc1ccc([N+](=O)[O-])cc1)NNC(=O)c1ccccc1F	3%	-2%	11%	-1%	0	-13%	-13%	5%	-3%	2%	0%
